Bioassay records: PubChem BioAssay, several laboratories
CHOP inh: inhibitors of CHOP induction in ER stress response | CHO-K1 CHOP-promoter luciferase, tunicamycin-induced, 15-18 h | inhibition, % at 10 µM | 220,000 compounds, 3.8% hits;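 active means compounds that reduced the stress-induced luciferase reporter signal by more than about 70% of percent inhibition, limit read from the data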;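 further: 0% = tunicamycin plus vehicle and 100% = wells without tunicamycin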
TRPML3 agonist: agonists of human TRPML3 channel; Q8TDD5; HEK293 TRPML3-YFP, Fluo-8 calcium fluorescence; 100% = the carbachol control signal; activation, % at 3 µM; 220,000 compounds, 0.29% hits;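 active means activation above its plate's cutoff, the mean activation of the plate's test wells plus 3 SD, cut at about 12% in these data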;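 further: 0% = DMSO only wells and 100% = carbachol wells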
Target sequence (Q8TDD5 whole entry, looked up): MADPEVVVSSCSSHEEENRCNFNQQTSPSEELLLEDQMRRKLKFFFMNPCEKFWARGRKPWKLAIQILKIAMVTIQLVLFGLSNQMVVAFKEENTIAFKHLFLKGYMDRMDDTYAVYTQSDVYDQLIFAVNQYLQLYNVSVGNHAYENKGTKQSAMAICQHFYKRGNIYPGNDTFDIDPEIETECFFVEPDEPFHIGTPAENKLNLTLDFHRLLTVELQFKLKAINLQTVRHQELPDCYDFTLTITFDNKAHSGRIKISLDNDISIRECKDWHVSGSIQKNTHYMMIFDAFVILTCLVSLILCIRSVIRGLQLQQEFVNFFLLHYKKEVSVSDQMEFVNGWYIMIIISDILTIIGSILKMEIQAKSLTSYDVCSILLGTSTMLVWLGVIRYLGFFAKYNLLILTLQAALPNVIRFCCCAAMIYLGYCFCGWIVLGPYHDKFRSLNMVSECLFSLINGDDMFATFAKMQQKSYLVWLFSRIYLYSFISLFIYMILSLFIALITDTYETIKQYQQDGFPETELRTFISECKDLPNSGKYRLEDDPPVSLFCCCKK
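system = HEK293 cells stably carrying human TRPML3-YFP | doses = one concentration, 3 µM nominal, 0.3% DMSO | timing = dye loading 1 h 37 °C then 30 min ambient, 125 s read | detection = Fluo-8 calcium dye fluorescence, ex 470-495, em 515-575 nm | benchmarks = high control carbachol 87 µM, low control DMSO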
PPC-1+TRAIL kill: kills PPC-1 cancer cells in the presence of TRAIL; PPC-1 cells + TRAIL, ATPLite viability luminescence; cell killing (% activity), % at 4 µM; 220,000 compounds, 0.41% hits; AID 1443;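 active means cell killing above 50% in the first pass at 4 µM, then a duplicate retest at 5 µM averaging 50% or more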;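 further: plate controls were cells with TRAIL plus DMSO for no effect and medium-only wells lacking cells for full effect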
EP2 antag: blocks the human prostaglandin E2 receptor EP2; P43116; C6 glioma cells expressing human EP2, cAMP TR-FRET; cells stimulated with saturating PGE2; inhibition, % at 25 µM; 260,000 compounds, 0.52% hits;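 active means percent inhibition above 40 after rounding to a whole number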;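 further: rat C6 glioma host cells with rolipram phosphodiesterase inhibitor present; the protocol text gives 20 µM as final concentration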
NPY-Y1 antag: blocks the human neuropeptide Y Y1 receptor; P25929; HEK293-CNG Y1 cells, membrane potential fluorescence; NPY at EC95, then isoproterenol; 200,000 compounds, 1% hits; inhibition, % at 3.6 µM;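 active means inhibition above the campaign mean inhibition of all tested compounds plus 3 SD, cut at about 20% in these data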;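 further: 0% = DMSO wells given NPY plus isoproterenol and 100% = isoproterenol alone without NPY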
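Material: HEK293 cells with Y1 receptor plus CNG channel; times: compound incubation 1 h at room temperature, readout 45 min post-stimulation; signal: fluorescence, membrane potential probe; read-out basis: fluorescence ratio normalized to % inhibition between controls; benchmarks: full-block control isoproterenol-only wells, zero-block control NPY plus isoproterenol wells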
NPY1 pot ag: potentiators or agonists of human neuropeptide Y receptor Y1. P25929. NPY-Y1 expressing cells, potentiator/agonist activation. activation, % at 3.6 µM. 220,000 compounds, 0.37% hits. AID 1304; in the data active means activation above about 33%, passing the limit was not always enough;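 further: cells stimulated with NPY at EC10 then isoproterenol at EC100; 0% = low agonist plus stimulus and 100% = saturating agonist plus stimulus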
TRPN1 ag: zebrafish TRPN1 (NompC) channel agonism. 220,000 compounds, 0.18% hits. HEK293 zebrafish TRPN1-YFP, Fluo-8 calcium fluorescence; 100% = response to 87 µM carbachol. activation, % at 3 µM;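 active means activation above its plate's cutoff, the mean activation of test wells on that plate plus 3 SD, cut at about 19% in these data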;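 further: 0% = DMSO alone and 100% = 87 µM carbachol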
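Assay system: Zebrafish TRPN1-YFP in HEK293 cells | Incubation: Dye loading 1 h at 37 °C, then 30 min room temperature | Measured by: Kinetic Fluo-8 fluorescence, ex 470-495, em 515-575 nm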
14-3-3 Bad PPI: disrupts binding of bovine 14-3-3 zeta to phospho-Bad peptide | TR-FRET 14-3-3zeta/Dy647-pBad peptide displacement, 1 h | inhibition, % at 21.7 µM | 220,000 compounds, 0.71% hits;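 active means inhibition above about 70%, limit read from the data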;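 further: 0% = full 14-3-3 plus peptide FRET controls and 100% = background without 14-3-3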
Target sequence (P63103 whole entry, looked up): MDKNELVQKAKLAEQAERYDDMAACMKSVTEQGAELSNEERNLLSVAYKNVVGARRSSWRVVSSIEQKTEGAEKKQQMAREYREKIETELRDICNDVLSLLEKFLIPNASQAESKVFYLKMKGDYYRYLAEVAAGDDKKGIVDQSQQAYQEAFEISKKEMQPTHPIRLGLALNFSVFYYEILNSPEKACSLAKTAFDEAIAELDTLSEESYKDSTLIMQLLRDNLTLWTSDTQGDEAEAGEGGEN
EP2 modulator: EP2 receptor (human) modulation; P43116; EP2-expressing cells, cAMP HTRF FRET, PGE2 co-stimulation; induction, % at 25 µM; 260,000 compounds, 0.83% hits; AID 940;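 active means compounds whose cAMP rise, as percent of the full-agonist control response, exceeds 60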;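 further: rat C6 glioma line stably carrying human EP2 under a CMV promoter; the protocol text gives 20 µM as final concentration; 100% = response of wells given 1 µM PGE2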
* marks the source's active call; other numbers are inactive results; . = not tested or not shown; & = joins results of further samples; [ ] = dose if it differs, or a comment.

SMILES	CHOP inh	TRPML3 agonist	PPC-1+TRAIL kill	EP2 antag	NPY-Y1 antag	NPY1 pot ag	TRPN1 ag	14-3-3 Bad PPI	EP2 modulator
c1cncc(-c2nnc3n2C2(CCCCC2)Cc2ccccc2-3)c1	1.4	-0.6	18.4	8.1	1.1	5.8	-0.5	-1.3[fluorescence artefact?]	16.9
Nc1nonc1C(=O)NCCN=Cc1ccccc1O	28.0	0.9	17.9	14.7	-4.2	-4.5	0.8	5.2[fluorescence artefact?]	19.8
COc1ccc(OCCOCCN2CCOCC2)cc1	-12.4	0.9	-9.7	4.5	7.0	9.5	0.0	52.3	9.8
CCOC(=O)C1CCN(C(=O)c2ccc3snnc3c2)CC1	28.3	0.3	1.8	9.8	-0.2	-15.3	-0.1	-0.8	2.1
Cc1cc2c(cc1C)[n+](C)cn2CC(O)COCc1ccccc1 (centres undefined)	7.5	0.1	15.8	-1.9	8.5	24.7	-0.3	14.1[fluorescence artefact?]	-2.3
O=C(CN1CCOCC1)Nc1ccc(C2CCCCC2)cc1	-19.1	1.1	0.3	9.7&4.9	1.5	3.1	0.3	1.7[fluorescence artefact?]	-6.4&-71.9
c1ncn(C23CC4CC(CC(C4)C2)C3)n1	17.4	0.3	-6.5	2.8	0.7	-1.3	1.0	-1.9[fluorescence artefact?]	20.7
CN(C)c1ccnc(Nc2ccccc2)c1C#N	10.9	0.6	17.5	2.4	-2.5	11.8	1.8	-16.6	27.5
O=S(=O)(NCCNc1nccc(C(F)(F)F)n1)c1ccccc1	23.8	0.7	-3.8	11.0	.	6.8	0.6	1.1	7.7
CC(C)CN(C(=O)COC(=O)c1ccc2ccccc2n1)C1CCS(=O)(=O)C1 (centres undefined)	-13.1	0.6	9.0	5.9	0.4	-4.3	2.0	0.3	-21.8
c1ccc(-c2n[nH]c3c2CCC3)cc1	10.4	-0.2	20.2	11.7	2.4	8.7	-0.4	-1.6	11.9
CCN(CC)S(=O)(=O)c1ccc2oc(C(=O)N3CCOCC3)c(C)c2c1	22.9	0.2	-20.2	4.1	4.0	5.0	1.1	10.9	-5.4
COc1ccc(S(=O)(=O)N2CCC(C(=O)NCc3ccco3)CC2)cc1	-7.2	0.2	-0.6	8.7	1.5	-21.9	1.8	-7.5	-31.2
O=C(CCCn1c(=S)[nH]c2ccccc2c1=O)N1CCN(c2cccc(Cl)c2)CC1	49.3	0.7	8.0	8.2	-4.7	9.8	0.7	63.2[fluorescence artefact?]	-33.1
COc1cccc(N(C(=O)Cn2nnc(-c3ccc(C)cc3)n2)C(C(=O)NC(C)(C)C)c2c[nH]c3ccccc23)c1 (centres undefined)	42.3	-0.1	14.7	15.1	-4.1	44.3	-0.7	-17.6	22.5
CCOC(=O)C(C)N1N=C(/C=C/c2ccc(OC)cc2)CCC1=O (centres undefined)	0.5	0.0	3.1	10.3	7.4	0.4	2.4	-0.4	5.3
CC(C)C(NC(=O)OC(C)(C)C)C(=O)N1CCCC1C(=O)NC(Cc1ccccc1)C(N)=O (centres undefined)	6.8	-0.9	0.0	2.4	5.3	4.6	-1.2	8.9	2.0
CN(C)C=Nc1nc2ccccc2nc1N1CCCC1	9.7	1.2	8.1	6.9	4.1	-3.4	0.0	-6.0	12.6
O=C(NCCN1CCOCC1)C1CCC(=O)N1Cc1ccc(F)cc1 (centres undefined)	-3.6	1.0	-3.5	5.0	4.4	5.6	-0.6	1.7	4.7
Cc1cc(N2CCCCC2)n2ncc(-c3ccc(Cl)cc3)c2n1	35.4	0.5	8.9	7.2	1.4	-5.8	2.1	1.5	20.9
O=C(CNC(=O)c1cccc(F)c1)OCC(=O)N1CCCCC1	-29.4	-0.2	0.2	8.1	-1.2	-12.6	-0.7	16.6[fluorescence artefact?]	-6.3
CCOc1c2ccc(C(=O)NCc3ccco3)cc2nn1CC	-17.9	-0.1	25.8	9.4	-1.5	3.6	-0.9	-6.8	27.4
CC(C)n1cc(/C=C2\NC(=O)N(c3cccc(Cl)c3)C2=O)c2ccccc21	-5.6	0.6	-1.2	4.7	-4.8	-3.8	-0.3	-14.5[fluorescence artefact?]	-35.5
CCc1c(C)sc(NC(=O)c2cc(C3CC3)on2)c1C#N	-26.4	.	9.0	11.5	.	.	.	8.4	5.1
CN(C(=O)Nc1ccc(C(C)(C)C)cc1)C1CCCCC1	-17.4	0.3	36.6	4.8	.	-11.9	1.4	3.9	-5.5
Cc1ccc(N(C(=O)c2ccccn2)C2(C(=O)NC3CCCC3)CCCCC2)cc1	-7.8	-0.6	0.4	2.8	9.2	17.5	-1.0	-5.7[fluorescence artefact?]	6.9
O=C(Nc1cc(C(=O)N2CCOCC2)ccc1N1CCCC1)c1cccs1	3.2	0.2	30.7	4.5	-0.2	-9.7	0.6	1.0	13.0
CN(CCCNC(=O)C1CCC(=O)N1Cc1ccc(F)cc1)c1ccccc1 (centres undefined)	3.1	-1.1	-15.2	12.3	0.1	1.7	1.0	-5.8	6.5
COc1ccc(/C=N/n2c(C)cc(C)cc2=O)cc1	-23.0	0.2	17.3	3.8	1.0	-4.2	0.4	-6.5	-10.8
C/C=C(\C)C(=O)Nc1cccc(C2=NOC3(C2)C[C@H](C(N)=O)N(C(=O)CC#N)C3)c1 (some centres undefined)	18.1	.	4.7	22.6	.	.	.	-5.1	-19.5
O=C(CSCc1ccccc1)NNC(=S)Nc1cccc(Cl)c1Cl	23.6	3.2	9.4	14.1	4.3	-8.6	9.5	-1.9	-0.8
CCOC(=O)c1c(C)c(C(=O)N2CCCCCC2)c(C)n1C	18.3	-0.1	21.3	7.3	7.7	13.5	0.0	2.2[fluorescence artefact?]	7.2
CCOC(=O)c1n[nH]c2ccccc12	3.8	0.6	4.8	.	2.6	-1.0	-0.9	-5.2	22.3
COc1ccc(-c2ccnc3nc(N4CCOCC4)nn23)cc1	15.6	0.4	26.1	4.9	2.2	13.3	-0.7	-6.2	18.7
CCc1nnc(NC(=O)c2cccc(S(=O)(=O)N3CCc4ccccc43)c2)s1	23.6	0.7	-8.3	-3.4	1.6	22.2	0.3	2.9[fluorescence artefact?]	-32.9
Cc1nn(-c2ccccc2)c(C)c1C(=O)OCC(=O)NCc1ccco1	-8.5	-0.9	24.1	19.4	-0.7	7.4	0.0	-2.5	1.8
Cc1cc(=O)n2[nH]c(NCc3c(F)cccc3Cl)nc2n1	5.5	0.1	-0.5	10.1	7.0	-1.4	1.4	-5.2	23.1
Cc1cc(C)c2c(=O)[nH]n(C3CCOC(C)(C)C3)c2n1 (centres undefined)	9.3	0.7	1.5	11.2	-0.9	-9.4	1.2	1.6[fluorescence artefact?]	10.2
O=C(/C=C/c1ccc([N+](=O)[O-])cc1)NC1CC2CCC1C2 (centres undefined)	9.9	1.9	11.5	2.8	-0.6	-7.2	3.4	-11.1	-42.6
CSc1oc(-c2ccccc2)nc1S(=O)(=O)c1ccc(C)cc1	36.0	0.7	3.4	3.4	-0.9	-0.6	-0.9	9.1	40.6
COc1ccc(C2SCC(=O)N2c2nnc(C34CC5CC(CC(C5)C3)C4)s2)cc1 (centres undefined)	-2.8	0.1	6.2	9.4	-0.6	1.3	1.1	9.5[fluorescence artefact?]	40.2
Cn1c(SCc2ccccc2)nnc1C1CCCNC1 (centres undefined)	27.5	0.6	-2.5	15.7	-1.1	2.7	-0.5	-12.7[fluorescence artefact?]	9.7
Cc1ccc(S(=O)(=O)N2CCOCC2)cc1C(=O)NCCCn1ccnc1	11.7	0.6	-6.6	.	2.1	14.4	0.0	-16.7[fluorescence artefact?]	11.0
O=c1sc(N2CCN(c3ccccc3F)CC2)nc2ccsc12	15.9	0.9	2.0	6.1	-1.0	-33.4	1.0	0.9	30.3
CCOC(=O)N1CCC(NC(=O)Cn2nc(Cc3ccncc3)c3ccccc3c2=O)CC1	3.1	0.6	-7.4	11.8	6.6	3.8	0.4	-0.4	23.8
Fc1ccc(NC(=S)Nc2cccnc2)cc1Cl	18.2	1.0	10.7	2.6	1.9	7.1	0.0	-5.4	-116.9
COc1ccc(/C=C2\SC(=S)N(CCCC(=O)Nc3ccc(O)cc3)C2=O)cc1	99.3*	0.4	4.8	13.5	.	24.7	1.7	0.6	-43.7
O=C(Nc1c(S(=O)(=O)c2ccc(Cl)cc2)csc1Br)c1ccccc1Cl	10.2	33.4*	4.1	10.2	.	-5.8	-1.6	0.0	7.7
C=CCOc1ccccc1CNc1cccc(F)c1	11.3	-1.1	-12.5	9.6	2.9	-14.5	-1.2	31.1[fluorescence artefact?]	71.5*
Cc1cc(/C=C2\NC(=O)NC2=O)c(C)n1-c1cccnc1	-4.7	-1.0	15.6	-0.5	.	31.3	1.2	-2.2	-11.0
Cc1cc[n+](CC(=O)c2ccccc2)c2ccccc12	-0.8	-0.6	.	5.5	4.2	7.2	0.3	9.1	9.3
Cc1ccc(S(=O)(=O)N(C)/N=C/c2ccc(C(=O)O)cc2)cc1	15.9	0.7	3.2	4.5	0.1	-9.7	-0.3	-1.3	21.6
CCn1c(=N)n(CC(=O)c2ccc(Br)s2)c2ccccc21	2.6	-0.5	-0.9	5.9	.	-14.2	0.6	3.1	-0.2
COc1cc(/C=N/O)cc(Br)c1OC	13.4	0.2	8.8	7.1	-0.9	1.4	-0.1	0.4[fluorescence artefact?]	13.7
O=C(Cc1ccc(Cl)cc1)N/N=C/c1ccncc1	-7.1	0.2	6.1	1.6	-0.9	18.7	0.2	-5.7	-12.5
CC1CCc2ccccc2N1C(=O)c1cccs1 (centres undefined)	25.9	-0.4	18.3	10.9	-6.7	-27.4	0.2	-3.5[fluorescence artefact?]	31.5
CSc1ccccc1C(=O)NCC1CCCO1 (centres undefined)	21.2	0.3	8.7	6.1	1.0	-6.5	-0.9	-1.1	15.0
COC(=O)c1cc(OC)c(OC)cc1NC(=O)c1cccnc1	-7.0	0.9	11.4	8.2	-4.5	29.4	0.2	6.4	20.6
O=C(NC1CCCCC1)C(c1ccc2ncccc2c1)N(Cc1ccc2c(c1)OCO2)C(=O)c1ccc2c(c1)OCCO2 (centres undefined)	64.6	0.1	34.1	20.6	3.3	-12.8	0.6	-17.8[fluorescence artefact?]	31.0
CCN(CC)c1ccc(/C=N/NC(=O)c2cnccn2)cc1	-1.1	0.2	35.6	5.5	5.0	24.6	-0.9	-14.3	-6.2

Only part of the results is shown; count on the stated rates, not on these rows.
